Mito fusion yeast: blocks mitochondrial division or promotes mitochondrial fusion. AID 485298. Potency, µM (top dose mostly 46.1 µM), for the others: at the top dose growth rescue (activation), usual class: activators. S. cerevisiae fusion-defective mutant growth rescue, CellTiterGlo 48 h. hit rate 0.23% among 320,000;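 also: potency is read from the fitted curve at half-maximal effect; % of control where 0% means no effect; nearly all actives have a fitted effect of over 45% in size; temperature-sensitive fusion mutants such as fzo1-1 at 37 °C on non-fermentable ethanol glycerol medium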
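Growth-rescue viability read-out: after 48 h at the non-permissive 37C in glycerol/ethanol YPEG, yeast mitochondrial fusion mutants are measured by CellTiterGlo luminescence; compounds (23 nl pinned per well) restoring growth score as division inhibitors or fusion activators.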
ELG1 DNA repair: ELG1-dependent DNA repair inhibition; HEK293T ELG1-luciferase reporter, luminescence, 16 h; DNA damage induced by 5-fluorouridine; Potency, µM (series often up to 46.1 µM), without a hit: top-dose activity change, negative = inhibition, most hits filed as inhibitors; hit rate 2.3% among 330,000; also: potency is read from the fitted curve at half-maximal effect; % is scaled to controls: 0 for no effect and ±100 for the full control effect; nearly all actives have a fitted effect of over 55% in size
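5-Fluorouridine DNA damage + compound/DMSO, 2,000 cells/well, 16 h, 37 °C/5% CO2. ONE-Glo, 30 min RT, luminescence. Readout = decrease in reporter signal.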
ASM inhibitor: inhibitors of human secretory acid sphingomyelinase; AID 504937; placental ASM, HMU-PC fluorogenic substrate, 60 min; Potency, µM (highest dose often 57.5 µM), without a hit: top-dose activity change, negative = inhibition, hits mostly inhibitors; hit rate 0.006% among 340,000; also: potency is read from the fitted curve at half-maximal effect
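Steps: dispense placental human ASM, pin compound, wait 10 min at room temperature, add HMU-PC0 substrate at 9 uM final, incubate 60 min at 37 °C, add stop solution raising pH to 10, read fluorescence.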
A-T KAP1 phos: potential ataxia-telangiectasia treatments restoring KAP-1 phosphorylation; AID 485349; […] A-T fibroblasts, KAP-1 phosphorylation AlphaLISA; neocarzinostatin DNA damage 30 min before lysis; hit rate 0.19% among 320,000; Potency, µM (series often up to 57.5 µM), for inactives: at the highest dose activation, actives largely listed as activators; also: potency is read from the fitted curve at half-maximal effect; % of control where 0% means no effect; nearly all actives have a fitted effect of over 45% in size
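hTERT-immortalized A-T patient fibroblasts ([…]), 500 cells/well in OPTI-MEM, 1% FBS, got compounds for 60 min, then NCS for 30 min at 37C. Lysates were then assayed for phospho-KAP-1 by AlphaLISA (anti-pKAP1 donor, anti-KAP1 acceptor beads), 6 hr at 25C.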
a7 integrin act: activates integrin-mediated alleviation for muscular dystrophy; alpha7betagal myoblasts, beta-gal FDG fluorescence, 48 h; Potency, µM (top dose mostly 38.3 µM), without a hit: at the top dose activation, actives largely listed as activators; hit rate 0.064% among 350,000;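 also: potency is read from the fitted curve at half-maximal effect; 100% = response of the positive control SU9516; nearly all actives have a fitted effect of over 60% in size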
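Alpha7betagal+/- myoblasts (passage 13) were plated 16-24 hr, then exposed to compounds (1:260 dilution of DMSO stock) for 48 hours at 37C. After MPER lysis, β-galactosidase reporter activity was read as FDG fluorescence (ex 480/em 540) after 30 minutes.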
Eya2 inh: blocks the phosphatase activity of human Eya2; O00167; recombinant Eya2, OMFP fluorescence dephosphorylation (OMFP is methylfluorescein phosphate); Potency, µM (series often up to 76.9 µM), without a hit: at the highest dose activity, negative = inhibition, hits mostly inhibitors; hit rate 0.006% among 330,000; also: potency is read from the fitted curve at half-maximal effect; % is scaled to controls: 0 for no effect and ±100 for the full control effect
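Eya2 (0.2 uM) preincubated 10 min at ambient with compound, then OMFP substrate added at 50 uM; 10 min reaction in 50 mM HEPES pH 7.5, 50 mM NaCl, 5 uM MgCl2, 0.05% BSA, 1 mM DTT. Fluorescence read at Ex 485/Em 525 nm.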
TCR act: T cell receptor activation. 330,000 tested, under 10 active. primary human leukocytes, anti-CD3, IL-2 HTRF, 48 h. Potency, µM (series often up to 9.22 µM), without a hit: top-dose activation of IL-2 secretion, most hits filed as activators; also: % of control where 0% means no effect
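Primary human leukocytes incubated 48 hr with anti-CD3 beads plus compound, without co-stimulation. Secreted IL-2 measured by HTRF (europium cryptate/d2 anti-IL-2 pair, 320 nm excitation, 665 nm emission).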
TSHR antagonist: blocks TSH signaling through the human TSH receptor; P16473; TSHR-expressing cells, TSH-stimulated cAMP HTRF, 2 h; stronger effect = lower value; activity change, negative = inhibition, % at 11.5 µM; hit rate 0.2% among 330,000;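 active = activity change below a set negative limit, meaning inhibition stronger than a set level, cut at about -70% in these data; inconclusive = activity change between two set negative limits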; also: % is scaled to controls: 0 for no effect and ±100 for the full control effect
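Competitive HTRF cAMP read-out (cryptate anti-cAMP antibody, cAMP-d2; 30 min, room temperature) in freshly harvested TSHR cells. Compounds added before TSH at EC80 (4nM final), followed by 2 hours' incubation at 37 deg C.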
Tb PFK inh: inhibitors of T. brucei phosphofructokinase; Potency, µM (top dose mostly 57.5 µM), without a hit: top-dose activity, negative = inhibition, actives largely listed as inhibitors; hit rate 0.17% among 330,000; T. brucei PFK, ADP-Glo luminescence;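 also: potency is read from the fitted curve at half-maximal effect; 0% = uninhibited 1x PFK enzyme wells and -100% = no-enzyme wells; nearly all actives have a fitted effect of over 60% in size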
Target sequence (O15648 whole entry, looked up): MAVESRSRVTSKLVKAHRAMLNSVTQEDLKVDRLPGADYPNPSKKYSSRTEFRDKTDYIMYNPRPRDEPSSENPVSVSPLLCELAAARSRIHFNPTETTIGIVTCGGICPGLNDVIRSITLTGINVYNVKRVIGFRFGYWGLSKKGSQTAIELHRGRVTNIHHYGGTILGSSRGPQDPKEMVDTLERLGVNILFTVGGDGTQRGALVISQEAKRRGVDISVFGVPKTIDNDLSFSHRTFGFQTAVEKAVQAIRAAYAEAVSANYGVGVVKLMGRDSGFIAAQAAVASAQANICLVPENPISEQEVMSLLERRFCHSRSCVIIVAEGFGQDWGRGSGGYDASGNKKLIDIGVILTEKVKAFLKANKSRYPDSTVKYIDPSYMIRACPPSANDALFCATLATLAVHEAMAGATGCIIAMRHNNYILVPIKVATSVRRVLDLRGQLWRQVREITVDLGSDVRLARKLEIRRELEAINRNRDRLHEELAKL
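In TEA buffer at pH 8.0 with 5 mM MgCl2, enzyme (1.25 nM) converted F6P (0.5 mM) and ATP (0.1 mM) for 45 min at room temperature. ADP product was read by luciferase luminescence.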
Chronic BCR inh: blocks chronic active B-cell receptor signaling | hit rate 0.05% among 340,000 | Potency, µM (series often up to 46.1 µM), inactives show top-dose ratio change, negative = lower green/red ratio, actives largely listed as inhibitors | ABC-DLBCL IkBa-CBG/CBR reporter, luminescence ratio, 4 h; active = well fitted inhibition curve with a large enough effect in the signal ratio, with a control signal flat, not every such curve was filed as active; inconclusive = small, poorly fitted or top-dose-only effect, or effect the other way, or a change in a side signal; the % refers to the signal ratio;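 also: potency is read from the fitted curve at half-maximal effect; plate controls were basal doxycycline-induced cells for no effect and cells given 10 µM MG132 for full effect; MG132 reads +100%, hits lower the ratio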
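Concentration-response series (up to 46 uM) were applied to TMD8 dual-reporter cells for 4 h at 37C with doxycycline. Green/red ratio, after filter-overlap correction, defined %Activity; red signal alone was normalised to basal cells and zero luminescence.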
TSG101-PTAP inh: blocks PTAP/TSG101 interaction to inhibit HIV-1 budding; 340,000 tested, under 10 active; Fluorescence polarization, FITC-PTAP peptide / Tsg101 binding; Potency, µM (doses to about 115 µM), without a hit: at the top dose activity change, negative = inhibition, usual class: inhibitors; Q99816; active = well fitted inhibition curve with a large enough effect in the main read-out, with a control signal flat, not every such curve was filed as active; inconclusive = small, poorly fitted or top-dose-only effect, or effect the other way, or a change in a side signal; inactive = no such curve, though single readings can be large or run the other way; also: potency is read from the fitted curve at half-maximal effect; % of control where 0% means no effect
Target sequence (Q99816 whole entry, looked up): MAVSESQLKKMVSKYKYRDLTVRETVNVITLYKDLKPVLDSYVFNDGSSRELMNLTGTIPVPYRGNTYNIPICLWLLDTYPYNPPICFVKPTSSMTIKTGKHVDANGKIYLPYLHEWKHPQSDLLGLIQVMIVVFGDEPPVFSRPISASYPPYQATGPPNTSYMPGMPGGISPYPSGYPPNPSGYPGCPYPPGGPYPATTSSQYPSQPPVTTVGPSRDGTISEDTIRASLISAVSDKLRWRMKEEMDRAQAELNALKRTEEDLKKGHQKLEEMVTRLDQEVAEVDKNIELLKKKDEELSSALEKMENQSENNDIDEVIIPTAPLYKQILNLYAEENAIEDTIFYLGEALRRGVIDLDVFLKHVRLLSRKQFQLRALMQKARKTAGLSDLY
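Tsg101 binding domain (10 uM final) was mixed with compound and a FITC-labeled PTAP peptide (50 nM final) in HEPES pH 7.5 buffer with NaCl, Tween 20, EDTA and TCEP; fluorescence polarization was read after 20 min at r.t.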
* hit, by the source's call; u = inconclusive; x = not tested or not shown; [ ] = dose if it differs, or a comment. Unless noted, calls follow the shape of the dose curve; as a rule, active = well fitted curve in the direction sought with a large enough effect; inconclusive = small, poorly fitted or top-dose-only effect, or another doubt; inactive = no such curve, though single readings can be large; an effect the other way counts as inactive or inconclusive. No enrichment for hits; about 3.2% have a hit in one of these screens.

no.	SMILES	Mito fusion yeast	ELG1 DNA repair	ASM inhibitor	A-T KAP1 phos	a7 integrin act	Eya2 inh	TCR act	TSHR antagonist	Tb PFK inh	Chronic BCR inh	TSG101-PTAP inh
1	Cc1ccc(-c2nnn(CC(=O)N(Cc3ccc(F)cc3)C(C(=O)NC3CCCC3)c3ccncc3)n2)o1 (configuration not stated)	-2%	-30%	-1%	-6%	0%	2%	1%[46.1 µM]	2	-5%	6%	0%
2	CC(C)(C)OC(=O)N1CC(O)CC1C(=O)OCC(=O)c1ccccc1 (configuration not stated)	-2%	-2%	-1%	-1%	17%	-5%	4%[46.1 µM]	4	-5%	-1%	-6%
3	O=C(Nc1ccccc1C(=O)NC(Cc1c[nH]c2ccccc12)C(=O)O)c1ccco1 (configuration not stated)	2%	7%	4%	9%	10%	-6%	1%	17	1%	0%	-10%
4	O=C(CN1C(=O)S/C(=C\c2ccc(-c3cc(C(=O)O)ccc3Cl)o2)C1=O)Nc1ccc2c(c1)OCO2	-1%	14%	x	5%	x	-6%	x	-3	-3%	-4%	x
5	Cc1c(C(=O)OCCOC(C)C)[nH]c2c1C(=O)CC(c1ccco1)C2 (configuration not stated)	11%	7%	1%	8%	0%	-1%	1%[46.1 µM]	4	-20%	u	-1%
6	CN(Cc1ccc(CNC[C@H]2O[C@@H](n3cnc4c(N)ncnc43)[C@H](O)[C@@H]2O)o1)S(C)(=O)=O	x	u	-1%	11%	1%	-27%	4%	9	0%	u	-4%
7	Nn1c(SCC(=O)Nc2ccc(N3CCOCC3)cc2)nnc1C1CC1	x	0%	3%	5%	4%	-27%	x	x	2%	1%	0%
8	Cc1[nH]n(-c2ccccc2)c(=O)c1C=Nc1cccc2cccnc12	-7%	u	-28%	1%	2%	1%	2%[46.1 µM]	5	0%	20%	-5%
9	O=C1/C(=C/c2cccnc2)SC(=S)N1C1CCS(=O)(=O)C1 (configuration not stated)	-15%	u	5%	0%	-20%	0%	0%[46.1 µM]	-6	8%	u	-1%
10	C[C@@H]1COC(=O)[C@@H](CC(=O)OC(C)(C)C)C/C=C\C[C@@H](CC(=O)N[C@@H](CO)Cc2ccccc2)C(=O)N1	x	11%	0%	0%	17%	-7%	4%	3	-4%	u	-7%
11	O=C(C[C@H]1C/C=C\C[C@@H](Cc2ccc(F)cc2)C(=O)OC[C@H]2CCCN2C1=O)NCCO	x	15%	4%	3%	14%	9%	-3%	2	0%	3%	-6%
12	COc1ccnc2c1c(=O)n(Cc1ccc(F)cc1)c(=O)n2C	3%	3%	7%	4%	0%	-2%	0%	-6	-7%	u	-8%
13	CC(C)(C)NC(=O)CN(Cc1cccs1)C(=O)c1csnn1	2%	1%	2%	-2%	6%	-12%	-1%	-1	-5%	0%	-2%
14	CC(NC(=O)c1ccco1)C(=O)OCc1cccc(C(F)(F)F)c1 (configuration not stated)	x	u	4%	4%	-23%	-12%	x	6	-6%	u	0%
15	Clc1ccccc1Sc1ccc(-c2ccccn2)s1	5%	-5%	2%	-1%	-11%	-29%	8%	5	-3%	6%	-3%
16	COc1cc(/C=C/C(=O)OCC(=O)N(C)Cc2ccccc2)ccc1O	0%	2%	30%	-1%	-3%	3%	-2%	0	2%	u	-4%
17	Cc1noc(C)c1NC(=O)Nc1ccc2c(c1)C(=O)N([C@H](C)CO)C[C@H](C)[C@@H](CN(C)C(=O)NC(C)C)O2	x	3%	6%	-1%	0%	14%	2%	7	5%	1%	-5%
18	Cc1ccc(C(=O)COC(=O)C2CCC2)cc1	11%	0%	1%	2%	13%	3%	-1%	5	-1%	5%	-3%
19	CCOC(=O)c1c2ccc(OCC(=O)N/N=C/c3ccccc3C(F)(F)F)cc2n2ccccc12	-1%	-15%	x	6%	x	7%	x	1	1%	0%	x
20	O=C(COC(=O)CCCSc1nc2ccccc2[nH]1)Nc1cccc(F)c1	-3%	29%	2%	-2%	1%	-2%	0%[46.1 µM]	-5	-18%	9%	-1%
21	O=C(c1cccnc1)C1CCCN(Cc2nc(Cc3ccccc3)no2)C1 (configuration not stated)	0%	0%	2%	2%	2%	-9%	2%	8	0%	-7%	1%
22	CCOc1ccc2c(c1)c(=O)c(S(=O)(=O)c1ccc(CC)cc1)cn2C	-7%	1%	-1%	1%	28%	12%	-1%	-8	-3%	3%	-4%
23	Cc1cccc(NC(=O)c2sc(NC(=O)c3ccco3)c(C#N)c2C)c1C	1%	-18%	1%	-1%	u	0%	-4%	-5	0%	4%	-10%
24	COc1cccc(NC(=O)CN(C)S(=O)(=O)c2ccc3c(c2)n(C)c(=O)c(=O)n3C)c1	0%	17%	-2%	4%	-39%	7%	-4%	-2	1%	0%	-1%
25	O=C(CSc1cn(CC(=O)N2CCCCCC2)c2ccccc12)NCC1CCCO1 (configuration not stated)	-6%	-9%	6%	1%	0%	-2%	10%	5	-3%	6%	-1%
26	CC[C@]12c3[nH]c4ccccc4c3CCN1C(=O)C(CC(=O)NCCCn1ccnc1)C[C@@H]2C(=O)N1CCN(C(=O)c2ccco2)CC1 (some centres not stated)	x	27%	-1%	7%	21%	1%	3%	4	-10%	u	-2%
27	N#CCC(CNc1ncc(C(F)(F)F)cc1Cl)OC(=O)c1ccc(Cl)cc1 (configuration not stated)	-9%	19%	-20%	6%	-6%	-7%	3%	-19	-2%	u	-3%
28	CCn1c(=NC(=O)c2ccc(N3C(=O)CCC3=O)cc2)sc2c(OC)ccc(OC)c21	3%	u	12%	0%	10%	-10%	10%	-40	-17%	9%	-1%
29	COc1ccc(CN2C(=O)NC3(CCCCCC3)C2=O)cc1F	1%	-1%	4%	-11%	-22%	-22%	1%	-7	5%	-2%	1%
30	Cc1cccc(CNc2ccc(C(CC(N)=O)NC(=O)c3cccc(Br)c3)cc2[N+](=O)[O-])c1 (configuration not stated)	0%	-1%	2%	-59%[inhibitor]	5%	-2%	5%	6	2%	-3%	0%
31	COc1ccc(Cl)cc1NC(=O)c1ccco1	0%	5%	-2%	3%	-6%	-18%	-1%	-9	0%	6%	-3%
32	COCc1ccc(C(=O)N2CCCC(C(=O)c3cc(F)ccc3F)C2)s1 (configuration not stated)	-3%	-6%	1%	-9%	-2%	4%	10%	5	3%	u	-3%
33	Cc1cc(/C=C2\C(=N)N3N=C(c4ccco4)SC3=NC2=O)c(C)n1Cc1ccccc1	8%	-13%	-11%	-1%	3%	-15%	1%	-27	-4%	9%	6%
34	CCOC(=O)c1[nH]cnc1C(=O)Nc1ccc(Cl)cc1	1%	-6%	-1%	0%	u	2%	12%	-15	-1%	5%	-1%
35	CCOC(=O)c1c(-c2cccs2)csc1NC(=O)CN1CC(C)OC(C)C1 (configuration not stated)	u	u	u	14%	7%	-29%	4%	-1	1%	0%	-11%
36	Cc1ccc(C(=O)NNC(=O)c2ccc3c(c2)OCCO3)cc1	-2%	u	2%	-8%	-17%	4%	0%	-8	0%	u	-5%
37	CC1CCCCC12NC(=O)N(CC(=O)Nc1ccccc1N1CCOCC1)C2=O (configuration not stated)	-3%	-3%	5%	5%	14%	-9%	0%	-3	-5%	8%	-2%
38	O=C1NCCOC(=O)[C@@H](Cc2ccc(F)cc2)C/C=C\C[C@@H]1CC(=O)N(CCO)Cc1ccccc1	x	u	3%	1%	-2%	-2%	-8%	-10	-4%	0%	-9%
39	CN(C(=O)C1CCC(=O)N(Cc2cccc(F)c2)C1)C1CCCCC1 (configuration not stated)	10%	u	2%	11%	-54%[inhibitor]	9%	-1%	34	-5%	7%	-2%
